# Screens: PubChem, National Center for Advancing Translational Sciences (NCATS)
# D1 PAM: Potentiators of Human D1 Dopamine Receptor: qHTS; 360,000 tested, 0.036% active; D(1A) dopamine receptor (Homo sapiens), P21728; HEK293 TREx D1 cells, calcium flux, dopamine EC20 potentiation; AID 504651, 2011; potentiation, % at 10 µM; in the data active means potentiation above about 30%; further: 0% is about no effect
# RXFP1 antag: qHTS Assay for Antagonists of the Relaxin Receptor RXFP1 | Relaxin receptor 1 (Homo sapiens), Q9HBX9 | HEK293-RXFP1, relaxin-stimulated cAMP HTRF, 30 min; stronger effect = lower value | activity change, negative = inhibition, % at 57.5 µM | 350,000 tested, 0.59% active | AID 1259400, 2018;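 active means activity change of -60% or lower, but not beyond a set lower limit; inconclusive means change between -60% and -40%, or beyond the set limit; inactive means change above -40%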; further: on the % scale 0 is the no-effect control and ±100 the full control effect
# Target sequence (Q9HBX9 whole entry, looked up): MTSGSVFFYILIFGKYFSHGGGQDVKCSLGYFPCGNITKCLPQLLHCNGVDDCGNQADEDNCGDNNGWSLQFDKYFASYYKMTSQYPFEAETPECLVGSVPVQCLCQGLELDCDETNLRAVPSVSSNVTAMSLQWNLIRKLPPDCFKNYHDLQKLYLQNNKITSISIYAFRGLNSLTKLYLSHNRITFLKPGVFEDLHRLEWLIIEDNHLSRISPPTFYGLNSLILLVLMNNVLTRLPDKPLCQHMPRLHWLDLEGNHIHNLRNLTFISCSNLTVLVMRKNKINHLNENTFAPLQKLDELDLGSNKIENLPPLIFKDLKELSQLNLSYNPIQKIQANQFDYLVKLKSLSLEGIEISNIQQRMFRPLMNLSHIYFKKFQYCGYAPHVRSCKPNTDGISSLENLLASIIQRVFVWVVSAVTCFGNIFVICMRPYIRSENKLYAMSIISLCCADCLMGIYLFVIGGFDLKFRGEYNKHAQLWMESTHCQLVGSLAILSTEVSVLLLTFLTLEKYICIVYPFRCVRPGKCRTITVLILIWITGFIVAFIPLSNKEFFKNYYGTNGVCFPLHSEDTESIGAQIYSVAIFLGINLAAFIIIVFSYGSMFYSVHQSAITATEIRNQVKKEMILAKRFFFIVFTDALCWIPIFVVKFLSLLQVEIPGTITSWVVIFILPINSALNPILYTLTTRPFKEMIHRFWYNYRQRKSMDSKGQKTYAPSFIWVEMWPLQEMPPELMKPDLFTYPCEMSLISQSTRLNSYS
# TRHR PAM: qHTS for Small Molecule Agonists and Allosteric Enhancers of Human TRH Receptor: Primary Screen for Enhancers; 360,000 tested, 0.66% active; Thyrotropin-releasing hormone receptor (Homo sapiens), P34981; TRHR cells, fluo-8 calcium fluorescence, EC20 TRH enhancement; enhancement, % at 2 µM; in the data active means enhancement above about 30%; further: 0% is about no effect
#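 TRHR-expressing cells loaded with fluo-8 calcium dye were read kinetically (ex 480/em 530) during compound addition, then stimulated with an EC20 of TRH (10 nM final). Enhancement of the Gq-mediated intracellular calcium response was scored.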
# TRHR ag: qHTS for Small Molecule Agonists and Allosteric Enhancers of Human TRH Receptor: Primary Screen for Agonists. TRHR cells, calcium flux fluo-8, FDSS agonist mode. activation, % at 2 µM. 360,000 tested, 0.18% active; in the data active means activation above about 30%; further: 0% is about no effect
#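 TRHR-expressing cells loaded with fluo-8 calcium dye; 23 nL library compound pin-transferred, kinetic FDSS fluorescence (Ex 480/Em 530) recorded about 180 s for agonist-induced calcium release, before a 10 nM TRH EC20 addition for potentiator mode.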
# Apoferritin bind: qHTS Assay for Identification of Novel General Anesthetics; Ferritin light chain (Equus caballus), P02791; apoferritin/1-aminoanthracene competitive binding, fluorescence; Potency, µM (doses to about 77.5 µM), for inactives: top-dose activity change, negative = displacement, most hits filed as inhibitors; 350,000 tested, 0.074% active; further: potency means the concentration at half of the fitted maximal effect; on the % scale 0 is the no-effect control and ±100 the full control effect; nearly all actives have a fitted effect of over 20% in size
# Target sequence (P02791 2-175 limits assumed): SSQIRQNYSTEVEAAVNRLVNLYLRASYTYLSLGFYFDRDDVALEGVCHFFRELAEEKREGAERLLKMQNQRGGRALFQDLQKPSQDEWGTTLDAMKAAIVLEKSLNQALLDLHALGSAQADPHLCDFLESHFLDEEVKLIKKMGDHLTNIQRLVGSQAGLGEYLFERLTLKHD
#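 Concentration-response curves derived by four-parameter Hill fitting of normalized fluorescence, where compounds displaced 1-AMA from 10 uM horse apoferritin following a brief 10 min room-temperature incubation; propofol titration acted as positive control.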
# D1 ag: Allosteric Agonists of the Human D1 Dopamine Receptor: qHTS | AID 504660, 2011 | 360,000 tested, 1% active | activation, % at 2 µM | D(1A) dopamine receptor (Homo sapiens), P21728 | HEK293 T-REx D1 cells, calcium flux, agonist mode; in the data active means activation above about 30%; further: 0% is about no effect
#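 Tetracycline-induced HEK293 TREx D1 cells, force-coupled to calcium signalling, were dye-loaded with a no-wash calcium kit. Compound was pin-added after a 10 s baseline. Fluorescence was read kinetically at 1 cycle/s for 180 s, with calcium rises flagged as agonism.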
# RXFP1 agonist: qHTS Assay for Agonists of the Relaxin Receptor RXFP1; Relaxin receptor 1 (Homo sapiens), Q9HBX9; HEK293T-RXFP1 cAMP TR-FRET, 30 min; response scale: percent of porcine relaxin response, buffer zero; Potency, µM (series often up to 57.5 µM), for the others: at the highest dose activation, actives largely listed as activators; 370,000 tested, 0.3% active; further: potency means the concentration at half of the fitted maximal effect; on the % scale 0 is the no-effect control and ±100 the full control effect; nearly all actives have a fitted effect of over 60% in size; many of its hits are not listed in these tables
#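 cAMP rise read by TR-FRET after 30 min, 37C compound exposure (up to 58 uM) in RXFP1-transfected HEK293 cells with Ro 20174 present. EC50 from Hill-equation fits, with 29 nM porcine relaxin as 100% and buffer as basal.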
# D1 antag: Antagonist of Human D 1 Dopamine Receptor: qHTS. D(1A) dopamine receptor (Homo sapiens), P21728. HEK293 TREx D1 cells, calcium flux, dopamine EC80; stronger effect = lower value. activity change, negative = inhibition, % at 10 µM. 360,000 tested, 3.2% active. AID 504652, 2011; in the data active means activity change below about -30%; further: on the % scale 0 is the no-effect control and ±100 the full control effect
#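 Allosteric or orthosteric antagonism assessed as attenuation of the calcium response to EC80 dopamine, added 180 s after compound, in induced HEK293 Trex D1 cells loaded with no-wash calcium dye.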
# D2 potentiator: HTS Assay for Positive Allosteric Modulators of the Human D2 Dopamine Receptor: Primary Screen for Potentiators. HEK293 T-REx D2, calcium flux, EC20 dopamine potentiation. potentiation, % at 10 µM. 340,000 tested, 0.34% active. AID 485347, 2010;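 active means potentiation over 3 SD above the plate norm, cut at about 30% in these data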; further: 0% is about no effect
#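 Tetracycline-induced HEK293 T-REx cells force-coupled to calcium signalling expressed D2; compounds were pin-added after a 10 s baseline, read kinetically 180 s, then an EC20 dopamine challenge followed with a further 180 s calcium read.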
# The depositor's hits bear a star; ? = inconclusive; nt = not tested or not shown; [ ] = dose if it differs, or a comment. Unless noted, the call rests on the fitted dose curve; in most records, active means well fitted curve in the direction sought with a large enough effect; inconclusive means small, poorly fitted or top-dose-only effect, or another doubt; inactive means no such curve, though single readings can be large; an effect the other way counts as inactive or inconclusive. Only part of the results is shown; count on the stated rates, not on these rows.
# Every second line gives: D1 PAM	RXFP1 antag	TRHR PAM	TRHR ag	Apoferritin bind	D1 ag	RXFP1 agonist	D1 antag	D2 potentiator
CCN1/C(=C/c2ccc3cc(C)ccc3[n+]2CC)Sc2cc(C)ccc21
 : -2	-13	-11	18	-19%	10	16%	1	6
CCOC(=O)N1CCN(S(=O)(=O)c2ccc(C(=O)NNc3nc4ccc(Cl)cc4s3)cc2)CC1
 : 7	3	-8	-0.7	-7%	-2	-0.1%	23	-4
CN(CC(=O)Nc1ccc(F)cc1)C(=O)C1CCN(C(=O)Nc2ccccc2)CC1
 : -1	2	-1	-0.2	nt	2	-1.1%	-3	9
Cc1cccc(NC(=S)NNC(=S)NCc2ccccc2)c1
 : -3	42	-4	-0.7	?	1	-0.1%	-20	-2
O=C(O)c1ccccc1SCC(=O)N1c2ccccc2Sc2ccccc21
 : -5	nt	3	-1.3	7%	5	-0.3%	-17	-4
O=C(COc1ccc2ccccc2c1)N1CCN(C(=O)c2cccnc2)CC1
 : -6	-13	0	0.1	-9%	1	-4.1%	-18	11
CN(C)CCN(C(=O)CCc1ccccc1)c1nc2c(F)cc(F)cc2s1
 : 2	-4	1	0.5	-13%	4	-2.2%	7	-16
CCC(c1nnnn1CCc1ccccc1)N1CCN(C(=O)c2ccco2)CC1 (stereo unspecified)
 : 3	7	-6	-0.2	-7%	1	5.8%	-8	-4
CCc1cc(C(=O)Nc2c(C)nn(Cc3ccc(C)cc3)c2C)no1
 : 2	6	3	-1.5	-14%	-1	2.2%	-9	0
Cc1ccc(C(=O)N2CCC(N3CCN(Cc4ccc(F)cc4)C(=O)C3=O)CC2)cc1
 : -3	-11	8	0.0	2%	0	-0.4%	8	0
N/C(=N\OC(=O)CCCOc1ccccc1)c1cccc(Br)c1
 : -2	-16	5	0.5	-3%	1	0.0%	nt	-8
CCC1CCCCN1C(=O)COc1ccc2c3c(c(=O)oc2c1)CCC3 (stereo unspecified)
 : -3	-8	2	-0.1	nt	7	3.6%	13	12
O=C(COc1ccc2c3c(c(=O)oc2c1)CCCC3)NC(Cc1ccc(Cl)cc1)C(=O)O (stereo unspecified)
 : -3	nt	-5	-0.1	-16%	0	0.1%	-5	8
CC1CN(C(=O)CCC(=O)NC(C)c2ccccc2)c2cc(Cl)ccc2O1 (stereo unspecified)
 : -10	7	-1	-0.4	?	3	9.5%	-17	-17
Cc1ccc(OCC(=O)OCc2cc(=O)n3nc(C4CCCCC4)sc3n2)cc1
 : -4	nt	-1	-0.5	4%	0	-1.0%	5	-2
CCOc1ccc(CCNC(=O)C2CC(=O)N(Cc3ccc(OC)cc3)C2)cc1OCC (stereo unspecified)
 : 1	-1	-2	-0.3	-5%	3	-0.2%	5	24
O=C(c1ccco1)N1CCCSC1=Nc1ccccc1
 : -2	2	6	0.4	-15%	3	-1.1%	1	9
COc1cccc(-n2nc(C(=O)N3CCN(Cc4ccccc4)CC3)c3ccccc3c2=O)c1
 : 4	-6	-8	0.6	-12%	1	-1.4%	-4	8
CC(C)C(=O)Nc1ccc2nc(SCC(=O)N3CCc4ccccc43)sc2c1
 : 2	nt	5	-2.8	46%[activator]	10	-0.8%	24	-7
CCc1ccccc1NC(=O)c1cc(S(=O)(=O)N2CCCc3ccccc32)ccc1F
 : -2	-11	11	1.1	-2%	6	-1.2%	6	2
COc1ccc(N(C(=O)COc2ccc(Br)cc2)S(=O)(=O)c2ccc(C)cc2)cc1
 : -1	nt	4	0.8	-10%	2	-2.1%	-7	4
Cc1c(CNC2CCC(C)CC2)c(C(=O)O)c(C)n1Cc1ccc(Cl)cc1 (stereo unspecified)
 : -1	-14	-4	0.1	-2%	2	-0.8%	2	-1
CC(C)(C)c1nnc(NC(=O)C2CCN(C(=O)c3ccco3)CC2)s1
 : -21	-1	17	-1.8	-9%	6	0.6%	-5	4
COc1cc2c(cc1OC)CN(CC(=O)Nc1ccc(S(=O)(=O)N3CCCC3)cc1)CC2
 : -3	-8	-13	0.1	-5%	4	-2.1%	-3	9
CCO[C@@H]1OC(C(=O)N2CCOCC2)=C[C@H](c2cn(C(C)=O)c3ccccc23)[C@H]1CCCO
 : 2	nt	0	-0.2	-2%	-2	1.1%	-12	1
CN(C)S(=O)(=O)c1cccc2c1C(=O)c1ccccc1C2=O
 : -4	nt	16	-0.6	-10%	0	5.0%	6	23
O=C(COc1ccc2ccc(=O)oc2c1)NCc1ccccn1
 : -4	-5	2	-0.6	9%	0	1.7%	7	7
CNC(=S)N1CCN(c2cccc(OC)c2)CC1
 : -3	-8	6	0.1	-2%	1	-3.3%	-10	3
CCOc1ccc(OCC)c(NC(=O)CN2CCN(CC(=O)NC(C)C)CC2)c1
 : -12	4	0	-1.5	-8%	0	-2.1%	-5	8
COc1ccc(OCCCC(=O)OCC(=O)c2ccc3c(c2)NC(=O)CO3)cc1
 : -5	3	-4	0.3	nt	13	0.8%	-21	10
CCN1CCN(CCC2Oc3cc([N+](=O)[O-])ccc3NC2=O)CC1 (stereo unspecified)
 : -3	-21	4	-0.1	-16%	0	1.2%	-6	-3
CCCOc1cccc(C2C(C(=O)c3ccco3)=C(O)C(=O)N2CCCn2ccnc2)c1 (stereo unspecified)
 : -3	9	2	-0.4	-11%	4	12%	8	0
CC1=CC2=NC(=O)CC(C)(C(=O)N(CC(=O)NC(C)C)C3CCCC3)N2C=C1 (stereo unspecified)
 : -2	nt	-4	0.6	-2%	2	0.6%	-16	-9
O=S(=O)(N1CCOCC1)n1c(Cc2ccccc2)nc2ccccc21
 : 17	-10	8	-2.0	-7%	4	-2.1%	-6	8
CCC(=O)Nc1nnc(S(=O)(=O)N(C)c2cc(C)cc(C)c2)s1
 : 1	0	10	-0.1	-5%	1	4.3%	1	9
COc1cc(Cl)c(C)cc1NC(=O)c1cc2ccc3cccnc3c2[nH]1
 : 0	12	6	-1.7	417%[activator]	2	10%	-8	2
Brc1ccc2oc3c(N4CCOCC4)ncnc3c2c1
 : -2	1	12	0.2	-9%	9	4.6%	-3	9
CC1=Nc2cc(C(=O)O)ccc2Sc2ccc(Br)cc21
 : -6	nt	1	-0.3	-4%	-2	-0.4%	-3	16
Cn1c(=O)[nH]c(=O)c2c1nc(OC(=O)c1ccccc1)n2CC(O)COc1ccc(F)cc1 (stereo unspecified)
 : 1	-5	7	-1.9	-8%	4	-0.6%	0	-7
Cc1ccc(NCC(O)C(O)C(O)CO)cc1C (stereo unspecified)
 : -4	-14	-2	0.9	-9%	-1	0.9%	2	-1
O=[N+]([O-])c1cc(CN2CCCCCC2)ccc1O
 : -4	-14	-2	0.0	2%	4	0.8%	6	-14
O=C1C(Cl)=C(N2CCOCC2)C(=O)N1c1ccc(Br)cc1
 : -4	-8	-4	-0.2	-11%	5	0.5%	-28	-2
COc1cccc(NC(=O)CSc2nc(=O)n(CCN(C)C)c3c2CCCC3)c1
 : 0	-3	7	-0.6	nt	0	0.7%	4	-1
Cc1ccc(NC(=O)C(=O)NCC(c2cccnc2)N2CCN(Cc3ccccc3)CC2)cc1C (stereo unspecified)
 : 5	-17	2	0.4	-7%	1	-0.1%	-2	-5
Nc1nnc(SCC(=O)c2ccc([N+](=O)[O-])cc2)s1
 : 0	-6	-3	-0.7	-13%	-3	-0.1%	-7	4
Cc1ccc(-c2c[n+]3c(n2-c2ccccc2)SCC3)cc1
 : -5	nt	3	-0.2	-5%	2	18%	-1	5
CCN(CC)S(=O)(=O)c1cc(NC(=O)COC(=O)c2sc3ccccc3c2Cl)ccc1C
 : 7	nt	-5	0.5	-17%	3	5.4%	10	-5
Cc1ccc(C(=O)NN2CC(O)=C(c3nc(-c4cccc([N+](=O)[O-])c4)cs3)C2=N)cc1
 : -4	-14	0	0.0	-7%	-1	-0.3%	nt	-10
CCOC(=O)C1CN(S(=O)(=O)c2ccc(C)cc2)c2ccccc2O1 (stereo unspecified)
 : -6	-7	-1	1.5	-5%	6	-0.3%	-45*	-2
COc1cc(OC)c(NC(=O)CCCn2nc(C)c3c(C)n(-c4ccccc4)nc3c2=O)cc1Cl
 : 0	-9	5	-1.1	-1%	1	-0.3%	-27	-16
Cc1ccc(NC(=O)CCNC(=O)c2ccco2)cc1Cl
 : 13	-16	6	0.0	-9%	0	-0.4%	-9	-1
Cc1ccc(OCC(=O)Nc2cccc(O)c2)cc1C
 : 5	2	4	-0.5	?	0	0.9%	7	4
COc1cc(OC)cc(C(=O)NCC(=O)OCc2csc(-c3ccccc3)n2)c1
 : 2	-7	1	-0.3	-6%	4	0.6%	11	-7
CCC1(C)Cc2[nH]c(=O)c(C#N)cc2CO1 (stereo unspecified)
 : 1	18	2	0.8	-2%	1	2.4%	8	0
Cc1ccc(C(C(=O)NC(C)(C)C)N(C(=O)c2csnn2)c2cccc(F)c2)o1 (stereo unspecified)
 : 0	-2	0	-1.2	4%	1	2.0%	3	0
O=C(CCNC(=O)c1ccccc1)Nc1nc2ccccc2s1
 : 0	-4	7	0.4	nt	22	-2.3%	-17	0
O=C(CSc1nnc2c(Cl)cc(C(F)(F)F)cn12)NCc1ccc(F)cc1
 : -5	-1	10	1.1	-9%	3	14%	-4	-4
CCCCn1c(=N)n(CC(O)COc2ccccc2)c2ccccc21 (stereo unspecified)
 : -9	-7	2	3.2	-15%	22	3.7%	7	nt

# Some of these compounds in order of their number in RXFP1 agonist, lowest first.
SMILES,D1 PAM,RXFP1 antag,TRHR PAM,TRHR ag,D1 ag,RXFP1 agonist,D1 antag,D2 potentiator
O=C(CCNC(=O)c1ccccc1)Nc1nc2ccccc2s1,0,-4,7,0.4,22,-2.3%,-17,0
Nc1nnc(SCC(=O)c2ccc([N+](=O)[O-])cc2)s1,0,-6,-3,-0.7,-3,-0.1%,-7,4
O=[N+]([O-])c1cc(CN2CCCCCC2)ccc1O,-4,-14,-2,0.0,4,0.8%,6,-14
